# Bioassay records from PubChem BioAssay.
# GoLoco inh red: blocks human Gai1 binding to RGS12 GoLoco peptide, red readout | Potency, µM (titrated, usually from 61.6 µM), without a hit: at the top dose activity, negative = inhibition, hits mostly inhibitors | Gai1:RGS12 GoLoco peptide FP, rhodamine, 10 min | P63096 | 0.44% of 230,000 active; active means well fitted inhibition curve with a large enough effect, not every such curve was filed as active; inactive means no such curve, though single readings can be large or run the other way; further: on the % scale 0 is the no-effect control and ±100 the full control effect; nearly all actives have a fitted effect of over 30% in size; many of its hits are not listed in these tables
# IMPase Li inh: cell-permeable IMPase inhibitors with lithium potentiation | Potency, µM (top dose mostly 59.4 µM), inactives show top-dose activity, negative = IMPase inhibition, usual class: inhibitors | CHO-M1 cells, IP1 TR-FRET (IP-One), carbachol + lithium | 0.35% of 210,000 active;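 further: IP1 builds up when IMPase is blocked and the TR-FRET signal falls; plate controls were basal vehicle for no effect and high inhibitor control for full effect; nearly all actives have a fitted effect of over 50% in size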
#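 CHO-M1, 2000 cells/well, 16–30 h culture; cpd + low Li+, 30 min 37C; lysis with d2-IP1/Eu-anti-IP1 Ab, 10 min RT; TR-FRET 665/620 ratio and 620 channel; AC50 via Hill.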
# Epigenetic reg: derepresses silenced GFP reporter in murine cells. murine LDR cells, GFP reporter derepression, 30 h. Potency, µM (titrated, usually from 53.9 µM), without a hit: top-dose GFP activation, hits mostly activators. 0.2% of 280,000 active. AID 1865; further: % of control where 0% means no effect; nearly all actives have a fitted effect of over 60% in size
#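 Murine LDR cells carrying a silenced, genomically integrated CMV-driven GFP reporter were exposed to compound for 30 hours at 37 C. After PBS washes, GFP-positive cells (20–120 um objects) were counted by laser-scanning microplate cytometry.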
# JMJD2E inh: inhibitors of human JMJD2E histone demethylase; B2RXH2; JMJD2E catalytic domain, FDH-coupled NADH fluorescence (FDH is formaldehyde dehydrogenase); Potency, µM (titrated, usually from 57.1 µM), for inactives: at the highest dose activity change, negative = inhibition, usual class: inhibitors; 1.6% of 230,000 active; AID 2147; active means well fitted inhibition curve with a large enough effect, not every such curve was filed as active; inconclusive means small, poorly fitted or top-dose-only effect, or another doubt; inactive means no such curve, though single readings can be large or run the other way;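 further: 0% = wells with enzyme and -100% = buffer wells without enzyme; nearly all actives have a fitted effect of over 50% in size; many of its hits are not listed in these tables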
# Target sequence (B2RXH2 1-337 limits assumed): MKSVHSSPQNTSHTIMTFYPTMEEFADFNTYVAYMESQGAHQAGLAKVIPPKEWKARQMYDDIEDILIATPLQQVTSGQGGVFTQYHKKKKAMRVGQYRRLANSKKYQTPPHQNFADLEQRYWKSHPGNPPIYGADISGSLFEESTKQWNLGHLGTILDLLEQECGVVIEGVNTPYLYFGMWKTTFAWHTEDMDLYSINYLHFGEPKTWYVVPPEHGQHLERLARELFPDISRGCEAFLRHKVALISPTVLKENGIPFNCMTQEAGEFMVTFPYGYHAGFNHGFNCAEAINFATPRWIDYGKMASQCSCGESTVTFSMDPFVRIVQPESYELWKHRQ
# KinaseGlo FLuc: blocks Kinase-Glo luciferase, a counter-screen artifact; Q27757; Kinase-Glo luciferase, ATP luminescence, 8 min; Potency, µM (titrated, usually from 38.3 µM), without a hit: at the top dose activity change, negative = inhibition, most hits filed as inhibitors; 0.28% of 200,000 active; further: on the % scale 0 is the no-effect control and ±100 the full control effect; nearly all actives have a fitted effect of over 60% in size
#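 Recombinant Kinase-Glo luciferase, 10 uM ATP (linear range), luciferin; imidazole pH 7.2 / KCl / MgCl2 / Tween / BSA buffer; 8 min RT; luminescence.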
# RECQ1 helicase: RECQ1 (human) helicase inhibition. P46063. RECQ1 DNA unwinding, red fluorescence kinetic read. Potency, µM (series often up to 57.3 µM), without a hit: top-dose activity, negative = inhibition, hits mostly inhibitors. 0.54% of 240,000 active;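 further: plate controls were vehicle for no effect and no enzyme for full effect; nearly all actives have a fitted effect of over 30% in size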
# Target sequence (P46063 whole entry, looked up): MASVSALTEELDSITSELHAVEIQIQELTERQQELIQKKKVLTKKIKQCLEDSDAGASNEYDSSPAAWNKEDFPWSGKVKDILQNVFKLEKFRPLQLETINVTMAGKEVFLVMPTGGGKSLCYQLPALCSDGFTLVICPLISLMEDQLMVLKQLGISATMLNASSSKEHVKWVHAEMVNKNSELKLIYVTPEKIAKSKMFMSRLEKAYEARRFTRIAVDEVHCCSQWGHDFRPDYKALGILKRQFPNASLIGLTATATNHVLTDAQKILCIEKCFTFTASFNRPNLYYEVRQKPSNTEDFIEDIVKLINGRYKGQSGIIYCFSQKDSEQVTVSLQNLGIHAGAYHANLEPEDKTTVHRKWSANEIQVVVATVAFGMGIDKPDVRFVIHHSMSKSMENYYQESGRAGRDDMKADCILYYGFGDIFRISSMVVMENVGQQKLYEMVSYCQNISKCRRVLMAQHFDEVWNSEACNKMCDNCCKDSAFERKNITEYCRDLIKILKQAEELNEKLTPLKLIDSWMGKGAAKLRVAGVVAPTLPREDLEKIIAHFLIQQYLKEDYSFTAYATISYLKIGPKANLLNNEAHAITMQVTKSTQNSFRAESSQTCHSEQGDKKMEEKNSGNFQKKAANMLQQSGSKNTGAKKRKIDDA
#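 50 nM RECQ1T1 preincubated 15 min with compound in Tris pH 8.0 buffer with MgCl2, DTT, Tween-20 and 2.5 ug/ml poly(dI-dC); started with 200 nM TAMRA/BHQ-2 forked duplex and 2 mM ATP. Unwinding read as fluorescence (525/598 nm), two reads 2 h apart.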
# SMN2 splice up: increases expression of the SMN2 splice variant; HEK293 SMN2-luciferase splicing reporter, luminescence, 30-36 h; Potency, µM (series often up to 46.1 µM), for the others: at the top dose activity change, positive = activation, hits mostly activators; 2.8% of 210,000 active; further: % of control where 0% means no effect; nearly all actives have a fitted effect of over 55% in size
#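 HEK293 cells carry an SMN2 […]–luciferase reporter in which exon 7 inclusion puts luciferase in frame. Cells were plated 10-12 h before compound addition, then incubated 30-36 h at 37C. ONE-Glo luminescence was read; sodium butyrate at 4.5 mM final served as control.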
# NPSR antag: blocks cAMP signaling of the human neuropeptide S receptor; 1% of 220,000 active; CHO-NPSR cells, cAMP TR-FRET, antagonist mode; Potency, µM (top dose mostly 38.3 µM), for inactives: at the top dose activity change, negative = inhibition, usual class: inhibitors; Q6W5P4; further: on the % scale 0 is the no-effect control and ±100 the full control effect; nearly all actives have a fitted effect of over 50% in size; many of its hits are not listed in these tables
# Active calls of the source: *; i = inactive; ? = inconclusive; / = no result given; & = joins results of further samples; [ ] = dose if it differs, or a comment. Unless noted, the call rests on the fitted dose curve; in most records, active means well fitted curve in the direction sought with a large enough effect; inconclusive means small, poorly fitted or top-dose-only effect, or another doubt; inactive means no such curve, though single readings can be large; an effect the other way counts as inactive or inconclusive. Potency means the concentration at half of the fitted maximal effect.
# Fields: GoLoco inh red, IMPase Li inh, RECQ1 helicase, SMN2 splice up, KinaseGlo FLuc, Epigenetic reg, NPSR antag, JMJD2E inh
- Cc1cc(C)cc(NC(=O)Cn2c(SCc3cc(C)ccc3C)nc3ccncc32)c1
→ 16%, 13%, -1%, -4%, 2%, 9.6%, -21%, ?
- COc1ccc(-n2c(O)c(/C=N/NS(=O)(=O)c3ccc(C)cc3)c3ccccc3c2=O)cc1OC
→ -166%, 5%, 10µM*, 7%, 0%, 16%, -22%, ?
- O=C(NCc1ccncc1)C(F)(F)C(F)(F)C(=O)NCc1ccncc1
→ 4%, 22%[38.3 µM], i, 9%, 2%, -1.0%, -8%[46.1 µM], 6%
- COCCSc1ccccc1C(=O)Nc1cccnc1
→ -21%, 28%[38.3 µM], -10%, -6%, 1%, 0.7%, 9%[46.1 µM], -2%
- COc1ccccc1N1CCN(CCCNC(=O)Nc2ccccc2C)CC1
→ -1%, 4%[38.3 µM], i, 9%, -2%, 1.0%, 4%[46.1 µM], 5%
- Cn1c(=O)c(-c2cc(F)cc(F)c2)nc2cnc(Oc3ccccc3)nc21
→ 8%, -1%, i, -8%, -4%, /, /, /
- CC[C@H](C)[C@@H](NC(=O)O[C@@H]1C(=O)c2cc(OC)ccc2O[C@H]1c1ccc(OC)c(Br)c1)C(=O)OC
→ 1%&-1%, 10%&6%, -8%&-6%, ?, -4%&1%, -0.3%&-4.1%, -18%, ?
- CC(=O)C1C(=O)C=C(c2ccco2)CC1c1ccccc1 (stereo unspecified)
→ -4%, 21%[38.3 µM], -3%, 9%, 2%, 0.0%, -23%[46.1 µM], ?
- O=C(O)c1cccnc1SCC(=O)N1CCCCCC1
→ 5%, 16%[38.3 µM], -3%, -6%, -1%, -0.4%, -2%[46.1 µM], -5%
- O=C(Nc1ccccc1N1CCOCC1)c1cc(F)cc(F)c1
→ -2%, 8%, -5%, -3%, 4%, -1.5%, 1%, 1%
- COc1ccc(C(=O)O/N=C/c2ccc(S(=O)c3ccc(Cl)cc3)nc2)cc1 (stereo unspecified)
→ 10%, -7%[38.3 µM], -17%, -20%, 1%, -1.1%, 1%[46.1 µM], -5%
- CCOC(=O)c1c(N)n(CC(C)NC(=O)C2CC2)c2nc3ccccc3nc12 (stereo unspecified)
→ 10%, -5%[38.3 µM], -3%, -8%, -6%, -1.1%, 1%[46.1 µM], ?
- NC(=O)NC(=O)CSc1nnc(-c2ccc(Cl)cc2)n1CC1CCCO1 (stereo unspecified)
→ 4%, 1%, -17%, 8%, -1%, -3.7%, 3%, 1%
- O=C(CN1C(=O)NC2(CCCCC2)C1=O)NC1CCCc2ccccc21 (stereo unspecified)
→ 11%, 2%, -11%, 7%, 1%, -0.1%, 14%, 6%
- Cc1ccc2[nH]c(CN3CCC(CO)(CC4CCCCO4)CC3)c(C)c2c1 (stereo unspecified)
→ 4%, 2%, -12%, /, 0%, -1.7%, 23%, -13%
- CC(CCc1ccccc1)NC(=O)c1nnc(Cc2ccc(Cl)cc2)o1 (stereo unspecified)
→ 2%, 32%[activator][38.3 µM], i, -12%, 2%, 0.0%, -17%[46.1 µM], 1%
- O=C(CSc1nnc(CCCN2C(=O)c3cccc4cccc(c34)C2=O)n1-c1ccccc1)NCCCN1CCOCC1
→ 0%, -3%, 11%, -24%, -1%, 3.8%, 6%, ?
- COc1ccc(N(CC(=O)NC2CCCC2)C(=O)CS(=O)CC(=O)Nc2ccc3c(c2)OCO3)cc1 (stereo unspecified)
→ 3%, 2%, 15%, -11%, 0%, 3.5%, 6%, 4%
- O=C(NCS(=O)(=O)c1ccccc1)c1ccccc1
→ -2%, -1%[38.3 µM], -6%, -17%, -2%, -0.7%, 0%[46.1 µM], -4%
- Cc1ccc(CN2CCN(/N=C/c3ccc(C)s3)CC2)c(C)c1
→ 5%, 7%, -4%, -19%, 2%, 0.0%, 5%, -7%
- COc1ccc(S(=O)(=O)n2ccc(-c3ccc4c(c3)CCC(C)(C)O4)n2)cc1
→ 6%, /, i, /, /, -1.4%, 14%[7.67 µM], -2%
- O=C(Nc1ccccc1Br)c1c(F)cccc1Cl
→ 1%, 4%, -10%, 2%, 3%, -1.4%, -3%, 9%
- COc1ccc(S(=O)(=O)N2CCN(CCC(=O)Nc3ccccc3F)CC2)cc1
→ -4%, 35%[38.3 µM], 13%, 2%, 18%, 0.0%, -2%[46.1 µM], -1%
- COc1ccc(-c2nn(-c3ccccc3)cc2C(=O)O)cc1
→ 1%, -2%[38.3 µM], -9%, 1%, 6%, 2.7%, 2%[46.1 µM], -1%
- Cc1cc([N+](=O)[O-])nn1CCCC(=O)NCc1ccc(F)cc1
→ 8%, -18%, -6%, -6%, 2%, 1.3%, 1%, 3%
- O=C(Nc1cccc(Cl)c1)N(Cc1nc2ccccc2c(=O)[nH]1)C1CCCC1
→ -12%, -6%[38.3 µM], i, 11%, -6%, -0.5%, -9%[46.1 µM], 13%
- O=C(c1ccc2c(c1)OCO2)N1CCN(C(=O)c2ccco2)CC1
→ -2%, 25%[38.3 µM], -7%, -6%, 1%, -7.3%, -5%[46.1 µM], -6%
- C[N+]1(CC2COC3(CCCCC3)O2)CCCCC1 (stereo unspecified)
→ 8.9µM*, /, -5%, /, /, 1.1%, -1%, 2%
- Cc1ccc(NC(=S)N2CCN(Cc3ccccc3)CC2)c(C)c1
→ 1%, 5%, -13%, -3%, 1%, -1.1%, -6%, 1%
- O=C(/C=C/c1ccc(Cl)cc1)c1cccnc1
→ 13%, 3%[38.3 µM], -11%, -8%, 1%, ?, 19%[46.1 µM], 5%
- CC(SCc1ccccc1)C(=O)Nc1ccc(F)cc1 (stereo unspecified)
→ 2%, 16%, 1%, 7%, -1%, -0.4%, -18%, -11%
- CCOc1cc(/C=N/NC(=O)NN(C)c2ncc(C(F)(F)F)cc2Cl)ccc1O
→ 1%, 8%, -7%, 17%, -3%, -4.4%, -19%, -4%
- CCSc1nc(N)c2c3c(sc2n1)CCC3
→ 6%, ?, 13%, 14%, 13%, -0.8%, -13%[46.1 µM], 1%
- COc1cc(NC(=O)/C=C/c2ccccc2)c(C(=O)O)cc1OC
→ 1%, /, -5%, /, /, 0.0%, -20%, 1%
- Cc1cccc(-c2cc3c(nn2)-c2ccccc2C3=O)c1
→ -1%, 15%[38.3 µM], -3%, 10µM*, ?, -2.0%, -11%[46.1 µM], 3%
- C=CCC(C(=O)OC)(C(=O)OC)c1ccc([N+](=O)[O-])cn1
→ -2%, 5%[38.3 µM], -12%, 0%, -1%, -1.1%, -7%[46.1 µM], 7%
- CCCn1c(/N=C/c2c[nH]c3ccccc23)nc2ccccc21
→ 13%, 4%[38.3 µM], -9%, -17%, 0%, -0.6%, -10%[46.1 µM], -1%
- COc1cccc(NC(=O)CSc2nc3ccccc3c(=O)n2CCCC(=O)N2CCCC2)c1
→ -2%, -4%[38.3 µM], 10%, -9%, -2%, -0.8%, -16%[46.1 µM], 4%
- O=C(c1ccc(S(=O)(=O)N2CCC(c3nc4ccccc4s3)CC2)cc1)N1CCOCC1
→ -6%, -14%[38.3 µM], -11%, -34%[inhibitor], -6%, -1.0%, 5%[46.1 µM], -1%
- COCCCNC(=O)CCC(=O)Nc1ccc2nc(N3CCOCC3)cc(C)c2c1
→ 3%, -1%[38.3 µM], -6%, ?, 5%, -0.8%, -14%[46.1 µM], ?
- COc1ccc(-c2nn(-c3ccccc3)cc2/C=C(\C#N)C(N)=O)cc1[N+](=O)[O-]
→ 8%, -5%, i, 2%, -1%, 1.1%, -4%, -11%
- COCCn1c(SCC(=O)N(C)C2CCS(=O)(=O)C2)nc2ccccc2c1=O (stereo unspecified)
→ 10%, 2%, i, -4%, -3%, -0.9%[10.1 µM], 4%, 3%
- CCc1ccc(N/C(N)=N/c2nc(CSc3ncccn3)cc(=O)[nH]2)cc1
→ 19%, 22%, -8%, /, -2%, 12%, 18%, -10%
- O=C(Cc1cccs1)NNC(=S)NC(=O)c1ccc(F)c(F)c1
→ 4%, -5%, -7%, 0%, -2%, 0.0%, 6%, -3%
- CN1CCOc2cc(S(=O)(=O)Nc3ccc(F)cc3)ccc21
→ -4%, 14%[38.3 µM], ?, -27%, -2%, -1.0%, -9%[46.1 µM], -5%
- Cc1ccc(NC(=O)c2cc([N+](=O)[O-])ccc2N2CCOCC2)cc1S(=O)(=O)N(C)C
→ -4%, /, -2%, /, /, 1.1%, 24%[7.67 µM], 0%
- COc1ccc(CC(NC(C)=O)C(=O)N2CCN(C(=O)Nc3cccc(Cl)c3)CC2)cc1OC (stereo unspecified)
→ 1%, -4%, -1%, -4%, 2%, 1.0%, -4%[46.1 µM], 9%
- Cc1nc(N)nc(Nc2ccc(C#N)cc2)c1Br
→ -2%, /, i, /, /, -1.0%, 28%, -2%
- Cc1cc(NC(=O)CCN2C(=O)C3C4CCC(C4)C3C2=O)c(C)cc1Br (stereo unspecified)
→ -4%, -7%[38.3 µM], -8%, -24%, -1%, -2.6%, -8%[46.1 µM], -3%
- COc1cccc(N2CC(=O)Nc3c(oc4nc(-c5ccccc5)cc(C)c34)C2=O)c1
→ 4%, /, i, /, /, ?, 35%, -12%
- NC12CC3CC(CC(C3)C1)C2
→ -1%, -14%&2%&-18%&10%&-1%&19%, -2%, -10%, -4%, -2.3%, -5%[46.1 µM], 2%
- O=C(O)CC(NC(=O)OCc1ccccc1)c1ccc(Br)cc1 (stereo unspecified)
→ -5%, -3%[38.3 µM], 4%, -4%, -2%, -4.1%, -13%[46.1 µM], 0%
- COc1ccc(C(=O)Cn2nnc(-c3cccs3)n2)cc1
→ -8%, 26%[38.3 µM], -18%, -6%, -2%, 0.0%, -15%[46.1 µM], -20%
- COC(=O)c1cccnc1-n1c(=O)c2cccnc2n(Cc2cccc(OC)c2)c1=O
→ -5%, -17%[38.3 µM], -6%, -1%, -1%, 0.0%, -5%[46.1 µM], 9%
- CC(=O)c1ccc(NC(=O)CSCC(=O)Nc2ccc3ccccc3c2)cc1
→ 14%, 27%[38.3 µM], -8%, /, -4%, -1.0%, -15%[46.1 µM], 4%

# These rows are one share of the data; the hit share may differ from the screen's.
